# JMJD2A Tudor inh: qHTS Assay for Inhibitors of JMJD2A-Tudor Domain. AlphaScreen JMJD2A-Tudor / H3K4me3 peptide binding. Potency, µM (highest dose often 114 µM), inactives show at the top dose activity change, negative = inhibition, hits mostly inhibitors. Lysine-specific demethylase 4A (Homo sapiens), O75164. actives 4.4% (n = 390,000); also: potency is read from the fitted curve at half-maximal effect; % is scaled to controls: 0 for no effect and ±100 for the full control effect; nearly all actives have a fitted effect of over 50% in size
# ALOX12 inh: Primary qHTS assay for inhibitors of human arachidonate 12S-lipoxygenase (ALOX12): Round 2 | Polyunsaturated fatty acid lipoxygenase ALOX12 (Homo sapiens), P18054 | purified 12hLO, xylenol orange hydroperoxide absorbance | Potency, µM (doses to about 108 µM), for the others: at the top dose activity change, negative = inhibition, actives largely listed as inhibitors | actives 1.1% (n = 580,000); also: potency is read from the fitted curve at half-maximal effect; % is scaled to controls: 0 for no effect and ±100 for the full control effect
#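 Purified human 12hLO (150 nM final) in 25 mM Hepes, 0.01% Triton X-100, pH 7.0 was preincubated 15 min at room temperature with compound. Then 40 uM arachidonic acid was added, 30 min. Hydroperoxide was read by Fe-XO absorbance ratio 573/405 nm.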
# BAZ2B block: qHTS Assay for Inhibitors of BAZ2B | Bromodomain adjacent to zinc finger domain protein 2B (Homo sapiens), Q9UIF8 | AlphaScreen BAZ2B-H3K14Ac peptide displacement | Potency, µM (doses to about 114 µM), inactives show at the top dose activity change, negative = inhibition, most hits filed as inhibitors | actives 4.4% (n = 360,000); also: potency is read from the fitted curve at half-maximal effect; % is scaled to controls: 0 for no effect and ±100 for the full control effect; nearly all actives have a fitted effect of over 60% in size
#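 AlphaScreen displacement: compounds (up to 110uM) incubated 30 min at room temperature with a preformed 50 nM BAZ2B/50 nM biotinylated H3K14Ac peptide complex in PBS pH 7.4 with Tween-20. Donor and acceptor beads at 10 ug/mL final added, 20 min light-protected before reading.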
# G9a block: qHTS Assay for Inhibitors of Histone Lysine Methyltransferase G9a; Histone-lysine N-methyltransferase EHMT2 (Homo sapiens), Q96KQ7; AID 504332, 2011; actives 8.8% (n = 350,000); G9a H3K9 monomethylation, AlphaScreen, 2 h; Potency, µM (doses to about 102 µM), for inactives: at the highest dose activity, negative = inhibition, hits mostly inhibitors; also: potency is read from the fitted curve at half-maximal effect; % is scaled to controls: 0 for no effect and ±100 for the full control effect; nearly all actives have a fitted effect of over 75% in size
#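 Chemiluminescent proximity detection of H3K9 monomethylation, read after 10 min bead incubation in the dark. Reaction: 20 nM G9a, 500 nM biotin-H3K9 peptide, 20 uM SAM cofactor, 2 h, room temperature, following 15 min enzyme-compound preincubation.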
# HP1b binding inh: HTS for Inhibitors of HP1-beta Chromodomain Interactions with Methylated Histone Tails; Chromobox protein homolog 1 (Homo sapiens), P83916; AlphaScreen HP1-beta / biotin-H3K9me3 peptide binding; actives 0.56% (n = 390,000); Potency, µM (doses to about 114 µM), for inactives: at the highest dose activity change, negative = inhibition, usual class: inhibitors; also: potency is read from the fitted curve at half-maximal effect; nearly all actives have a fitted effect of over 70% in size; inactives centre near 23
# Target sequence (P83916 whole entry, looked up): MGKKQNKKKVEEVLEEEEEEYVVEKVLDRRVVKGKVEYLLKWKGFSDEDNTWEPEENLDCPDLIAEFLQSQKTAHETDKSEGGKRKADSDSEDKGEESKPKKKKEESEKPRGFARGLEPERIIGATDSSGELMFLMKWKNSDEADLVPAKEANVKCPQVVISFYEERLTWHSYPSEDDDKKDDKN
#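 AlphaScreen: HP1-beta (50 nM) preformed 30 min with biotin-H3(1-18)K9me3 peptide (50 nM) in PBS pH 7.4, 0.01% Tween-20. Compound added for 30 min at RT, then streptavidin donor/nickel chelate acceptor beads (10 ug/mL) for 30 min.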
# PI4K2A inh: qHTS for small molecular inhibitors of PI4K2A | Phosphatidylinositol 4-kinase type 2-alpha (Homo sapiens), Q9BTU6 | purified PI4K2A, ADP-Glo luminescence, 1 h; hits give low values | activity change, negative = inhibition, % at 76.9 µM | actives 0.13% (n = 420,000) | AID 1346378, 2018; in the data active = activity change below about -50%; inconclusive = mostly about -30% to -49%;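 also: -100% = wells without enzyme as full effect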
#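 In this quantitative HTS, ADP production by PI4K2A was quantified luminescently after 1 h at ambient temperature; 100 microM adenosine served as plate-quality control.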
# GLS inh: qHTS for Inhibitors of Glutaminase (GLS). GLS enzymatic activity, qHTS titration. Potency, µM (series often up to 45.5 µM), for the others: at the highest dose activity change, negative = inhibition, hits mostly inhibitors. actives 0.21% (n = 410,000). AID 624170, 2012; also: potency is read from the fitted curve at half-maximal effect; % is scaled to controls: 0 for no effect and ±100 for the full control effect
# Target sequence (O94925 whole entry, looked up): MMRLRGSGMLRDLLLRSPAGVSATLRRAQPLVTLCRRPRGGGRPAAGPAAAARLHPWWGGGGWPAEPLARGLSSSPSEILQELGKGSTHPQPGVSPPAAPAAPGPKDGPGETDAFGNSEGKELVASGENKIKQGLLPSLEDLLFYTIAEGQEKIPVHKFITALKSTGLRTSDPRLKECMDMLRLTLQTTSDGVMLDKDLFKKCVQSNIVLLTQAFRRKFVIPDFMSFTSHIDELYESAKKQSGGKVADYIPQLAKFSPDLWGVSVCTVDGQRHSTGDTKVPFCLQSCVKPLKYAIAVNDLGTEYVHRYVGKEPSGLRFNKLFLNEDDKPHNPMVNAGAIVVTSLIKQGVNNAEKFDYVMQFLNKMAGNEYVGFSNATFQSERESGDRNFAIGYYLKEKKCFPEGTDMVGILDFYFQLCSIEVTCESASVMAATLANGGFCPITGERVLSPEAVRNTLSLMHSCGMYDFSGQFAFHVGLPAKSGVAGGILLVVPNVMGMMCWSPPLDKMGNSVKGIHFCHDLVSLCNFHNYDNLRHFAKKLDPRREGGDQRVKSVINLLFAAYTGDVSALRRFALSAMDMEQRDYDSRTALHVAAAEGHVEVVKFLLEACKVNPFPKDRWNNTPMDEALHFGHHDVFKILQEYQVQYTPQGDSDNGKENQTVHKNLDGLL
#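 hKGA in 45 mM KH2PO4 (pH 8.2), 0.02% Tween-20 with compound, then 1mM L-Glutamine (stock as added) plus glutamate oxidase/HRP/Amplex red coupling mix. Fluorescence read initially and after 30 min at RT; signal change reflects glutamate formation.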
# RGS4 inh: Inhibitors of Regulator of G Protein Signaling (RGS) 4: qHTS. AID 504845, 2011. actives 0.039% (n = 390,000). Potency, µM (highest dose often 114 µM), without a hit: at the highest dose activity change, negative = inhibition, actives largely listed as inhibitors. Regulator of G-protein signaling 4 (Homo sapiens), P49798. Transcreener GDP fluorescence polarization, RGS4-accelerated GTP hydrolysis; also: potency is read from the fitted curve at half-maximal effect; % is scaled to controls: 0 for no effect and ±100 for the full control effect; nearly all actives have a fitted effect of over 75% in size; some results filed as inactive show a strong effect at the top dose
# Target sequence (P49798 whole entry, looked up): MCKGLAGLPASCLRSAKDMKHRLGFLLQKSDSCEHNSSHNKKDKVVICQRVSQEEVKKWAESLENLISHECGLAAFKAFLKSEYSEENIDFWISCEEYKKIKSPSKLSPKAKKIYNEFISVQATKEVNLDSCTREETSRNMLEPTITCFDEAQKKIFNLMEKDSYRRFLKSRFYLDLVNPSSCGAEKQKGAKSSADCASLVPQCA
#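 MLSMR compounds (23 nl, pin-transferred) preincubated 10 min at room temperature with a 500nM (2x) first reagent, then RGS4 at 900nM (2x) plus Transcreener GDP mix added; fluorescence polarization (620/688 nm) read before and after 90 min at 30 °C.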
# ERG Ets-DNA blk: qHTS for Small Molecule Inhibitors of the ERG Ets/DNA interaction | fluorescence polarization, His-ERG Ets domain / labelled DNA | Transcriptional regulator ERG (Homo sapiens), P11308 | actives 0.028% (n = 370,000) | Potency, µM (doses to about 76.9 µM), for inactives: at the top dose FP activity, negative = inhibition, most hits filed as inhibitors; active = well fitted inhibition curve with a large enough effect in the polarisation, with a control signal flat; inconclusive = small, poorly fitted or top-dose-only effect, or effect the other way, or a change in a side signal; inactive = no such curve, though single readings can be large or run the other way; the % refers to the polarisation;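 also: polarization taken with two DNA probes labelled with fluorescein and Texas red; potency is read from the fitted curve at half-maximal effect; % of control where 0% means no effect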
#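 His-tagged ERG Ets domain (1 uM in the protein solution; 300mM KCl, 50mM Tris-HCl, 1mM EDTA, 1mM DTT, pH 7.5) received compound, then a probe mix of 5 nM fluorescein-DNA and 100nM Texas-615-DNA. Fluorescence polarization was read for both dyes.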
# Starred values were filed as active, the others as inactive; ? = inconclusive; . = no result given; [ ] = remark or other dose. Unless noted, calls follow the shape of the dose curve; as a rule, active = well fitted curve in the direction sought with a large enough effect; inconclusive = small, poorly fitted or top-dose-only effect, or another doubt; inactive = no such curve, though single readings can be large; an effect the other way counts as inactive or inconclusive.
SMILES,JMJD2A Tudor inh,ALOX12 inh,BAZ2B block,G9a block,HP1b binding inh,PI4K2A inh,GLS inh,RGS4 inh,ERG Ets-DNA blk
COC(=O)c1ccc(CO/N=C(\NC(C)=O)c2nonc2NC(C)=O)cc1,8%,2%,3%,-11%,39%[activator],0,1%,-5%,-2%
COc1ccc(C2NN=C(c3ccc(C)cc3)S2)cc1 (configuration not stated),-12%,-23%,11%,32µM*,18%,0,-5%,-40%,5%
O=C(NC1CCCCCC1)C1CCC(=O)N(Cc2ccccc2F)C1 (configuration not stated),-3%,4%,1%,.,20%,1,0%,16%,8%
Cc1ccc(S(=O)(=O)c2cc(C#N)c(=O)[nH]c2N)cc1,-14%,0%,0%,-22%,27%,-4,4%,-10%,-1%
O=C(Nc1ccccc1)C1CCN(C(=O)c2ccco2)CC1,-2%,-5%,-12%,-9%,21%,3,1%,10%,-3%
CCOC(=O)c1c(NC(=O)CSc2nnc(Cc3csc(N)n3)n2C)sc(C)c1C,40µM*,2%,13µM*,?,10%,-3,15%,-2%,.
COc1ccc(OC)c2sc(NC(=O)c3ccc(S(=O)(=O)N4CCCC4)cc3)nc12,-6%,-27%,28%,-5%[59 µM],50%[activator][57 µM],-9,4%,6%,6%
C=CCn1c(SCC(=O)NCC)nnc1-c1cc2c(s1)CCC(CC)C2 (configuration not stated),-8%,-6%,-2%,19%[59 µM],9%,-4,-3%,11%,-4%
CN(C)C(=O)c1ccccc1Sc1ccc(Cl)cc1Cl,-1%,0%,25%,0%,48%,-1,-1%,9%,-11%
Cc1cc(Cn2nnc3ccccc32)c(O)c(C(C)(C)C)c1,-10%,?,1%,-6%[2.33 µM],39%[activator],0,29%,7%,2%
Cc1cc(C)n2nc(C(=O)N/N=C/c3ccccc3Cl)nc2n1,-17%,-4%,-4%,6%,13%,-12,22%,21%,-1%
Cc1ccc(C)c(N2CCN(C(=O)Cc3ccc(-n4c(=O)[nH]c5ccsc5c4=O)cc3)CC2)c1,?,-17%,-30%,12%[59 µM],-11%,-5,9%,12%,10%

# Reformatted with values under each structure: part of the list above
# Values run as follows: JMJD2A Tudor inh | ALOX12 inh | BAZ2B block | G9a block | HP1b binding inh | PI4K2A inh | GLS inh | RGS4 inh | ERG Ets-DNA blk
> COc1ccc(OC)c2sc(NC(=O)c3ccc(S(=O)(=O)N4CCCC4)cc3)nc12
→ -6% | -27% | 28% | -5%[59 µM] | 50%[activator][57 µM] | -9 | 4% | 6% | 6%
> C=CCn1c(SCC(=O)NCC)nnc1-c1cc2c(s1)CCC(CC)C2 (configuration not stated)
→ -8% | -6% | -2% | 19%[59 µM] | 9% | -4 | -3% | 11% | -4%

# Next structures follow:
SMILES,JMJD2A Tudor inh,ALOX12 inh,BAZ2B block,G9a block,HP1b binding inh,PI4K2A inh,GLS inh,RGS4 inh,ERG Ets-DNA blk
CCCCNC(=O)N(CC)c1c(N)n(Cc2ccccc2)c(=O)[nH]c1=O,-14%,8%,-10%,18%,9%,-5,2%,-20%,-1%
COc1ccc(S(N)(=O)=O)cc1C(=O)OCC(=O)Nc1ncc(Cl)c(C)c1Cl,-26%,?,.,.,11%,0,?,-8%,-8%
O=C(NCCC(=O)N1CCNC1=O)OCc1ccccc1,-16%,8%,-1%,-45%[12.7 µM],5%,2,1%,-3%,6%
CSCCC1NC(=O)C(C(C)=NNC(N)=O)=C1O (configuration not stated),?,-1%,.,.,50%[activator],4,13%,-13%,.
Cc1ccc(N2CCN(C(=O)c3cnn(-c4ccc(F)cc4F)c3C3CCN(C(=O)OC(C)(C)C)CC3)CC2)c(C)c1,-32%,-17%,17%[57.1 µM],-6%[59 µM],8%,0,3%,29%,1%
Cc1ccccc1OCc1nnc(SCC(=O)NC2CCCCC2)o1,-11%,0%,9%,50µM*,?,-2,5%,-14%,-2%
CCNC(=S)NCc1ccc(OC)c(OC)c1,4%,0%,-12%,29%[12.7 µM],20%,3,-12%,-10%,-10%
CCOC(=O)c1cnn(-c2ccccc2)c1-n1cccc1C(=O)C(=O)Nc1ccccc1C(F)(F)F,-17%,?,-6%,45%[12.7 µM],8%,3,-8%,18%,-10%
O=C(COC(=O)c1ccc(F)cc1Cl)NC1CCCCCCC1,5%,1%,.,.,91%[activator],15,-6%,-15%,4%
COC(=O)CCC(=O)NNC(=O)CCCOc1ccc(Cl)cc1Cl,-1%,-16%,-13%,27%,11%,1,?,6%,-6%
COc1cccc(-n2c(-c3ccc4[nH]c(C)c(C)c4c3)n[nH]c2=S)c1,?,?,?,.,-6%,1,-3%,-31%,7%
CSc1nc(Cc2ccccc2)cc(=O)[nH]1,-7%,3%,-14%,19%[12.7 µM],46%[activator],-6,-6%,-19%,17%
C=C(C)CN=C1SC(C(=O)Nc2sc3c(c2C(=O)OC)CCC3)C(N)=C1C(N)=O (configuration not stated),-33%,-27%,?,8%[59 µM],8%,2,8%,-22%,-4%
COc1ccc(CN2CCN(CCCc3ccccc3)C(CCO)C2)c(O)c1 (configuration not stated),-16%,0%,-12%,.,31%,-10,-2%,8%,-16%
COC(=O)[C@H](C)N(Cc1ccc(Cl)c(Cl)c1)S(=O)(=O)CCN1CCN(c2ccccc2)CC1,-36%,-2%,.,.,22%,1,4%,-8%,1%
CC1SC(c2ccc(Cl)cc2)NC1=O (configuration not stated),-8%,-4%,-2%,?,18%,-5,13%,8%,9%
O=C1NC(=O)c2cc(NC(=O)C3COc4ccccc4O3)ccc21 (configuration not stated),-2%,32%[57.4 µM],-36%,-30%,28%,4,-18%,-5%,0%
COc1ccc(OC)c(C2=C[N+](=O)C(C)(C)C(C)(C)N2[O-])c1,1%[11.4 µM],0%,10%,-1%[12.7 µM],53%[activator],8,-7%,-7%[11.4 µM],-3%
COc1ccc(/C=C/C(=O)NC(=S)Nc2ccccn2)cc1,0%,235%[activator],3%,-16%,51%[activator],-6,0%,-28%,4%
CC1CCN(CC(=O)NC2CCCCC2)CC1,-10%,0%,-37%,?,14%,3,6%,15%,-2%
COc1cccc2sc(N(CCCN(C)C)C(=O)c3ccc(S(=O)(=O)N4CCCc5ccccc54)cc3)nc12,?,?,40µM*,.,-10%,-2,7%,-14%,-6%
Cc1ccc2c(=O)c(C(=O)c3ccc(Cl)cc3)cn(CC(=O)NC3CCCCC3)c2n1,-15%,-5%,9%[57.1 µM],1%[59 µM],28%,3,-5%,-22%,-1%
CCOC(=O)N1CCN(S(=O)(=O)N2CCCC(C(=O)NCCc3ccccc3)C2)CC1 (configuration not stated),-4%,1%,-11%[57.1 µM],12%,29%,1,0%,-12%,6%
CCOC(=O)N1CCC(NC(=O)c2oc3c(C)c(C)ccc3c2C)CC1,-19%,0%,.,.,43%[activator],3,0%,-26%,2%

# Pulled by compound from the entries so far, four records:
SMILES,JMJD2A Tudor inh,ALOX12 inh,BAZ2B block,G9a block,HP1b binding inh,PI4K2A inh,GLS inh,RGS4 inh,ERG Ets-DNA blk
CC1SC(c2ccc(Cl)cc2)NC1=O (configuration not stated),-8%,-4%,-2%,?,18%,-5,13%,8%,9%
COC(=O)[C@H](C)N(Cc1ccc(Cl)c(Cl)c1)S(=O)(=O)CCN1CCN(c2ccccc2)CC1,-36%,-2%,.,.,22%,1,4%,-8%,1%
COc1ccc(OC)c(C2=C[N+](=O)C(C)(C)C(C)(C)N2[O-])c1,1%[11.4 µM],0%,10%,-1%[12.7 µM],53%[activator],8,-7%,-7%[11.4 µM],-3%
COc1ccc(CN2CCN(CCCc3ccccc3)C(CCO)C2)c(O)c1 (configuration not stated),-16%,0%,-12%,.,31%,-10,-2%,8%,-16%

# (listing goes on)
SMILES,JMJD2A Tudor inh,ALOX12 inh,BAZ2B block,G9a block,HP1b binding inh,PI4K2A inh,GLS inh,RGS4 inh,ERG Ets-DNA blk
Cc1ccc(C2(C)NC(=O)N(CC(=O)Nc3ccc4c(c3)CCC4)C2=O)cc1 (configuration not stated),-16%,22%,8%,-4%[59 µM],19%,1,15%,12%,-12%
CCCCn1c(=O)[nH]c2c(oc3ccccc32)c1=O,0%,17%,-6%,-2%,27%,-3,-12%,9%,8%
S=c1[nH]nc(CNc2cccc(Cl)c2)o1,-26%,39%[activator],-22%,18µM*,21%,-2,0%,-30%,5%
CCN(CC)S(=O)(=O)c1cccc(NC(=O)CCSc2ccc(Cl)cc2)c1,3%,-3%,-5%,31%[59 µM],48%,-5,3%,-8%,5%

# High-throughput results as filed in PubChem BioAssay.

# The list is partial, so the mix of outcomes need not match the whole.
